# Bioassay records as filed in PubChem BioAssay.
# USP2a inh: blocks human ubiquitin-specific protease USP2a; USP2 core, Ub-CHOP2 coupled fluorogenic reporter, 485/531; Potency, µM (titrated, usually from 38.3 µM), without a hit: top-dose activity change, negative = inhibition, hits mostly inhibitors; 0.01% of 330,000 active; AID 463254;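 further: potency means the concentration at half of the fitted maximal effect; plate controls were DMSO wells for no effect and full inhibition by NEM control for full effect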
# Target sequence (O75604 whole entry, looked up): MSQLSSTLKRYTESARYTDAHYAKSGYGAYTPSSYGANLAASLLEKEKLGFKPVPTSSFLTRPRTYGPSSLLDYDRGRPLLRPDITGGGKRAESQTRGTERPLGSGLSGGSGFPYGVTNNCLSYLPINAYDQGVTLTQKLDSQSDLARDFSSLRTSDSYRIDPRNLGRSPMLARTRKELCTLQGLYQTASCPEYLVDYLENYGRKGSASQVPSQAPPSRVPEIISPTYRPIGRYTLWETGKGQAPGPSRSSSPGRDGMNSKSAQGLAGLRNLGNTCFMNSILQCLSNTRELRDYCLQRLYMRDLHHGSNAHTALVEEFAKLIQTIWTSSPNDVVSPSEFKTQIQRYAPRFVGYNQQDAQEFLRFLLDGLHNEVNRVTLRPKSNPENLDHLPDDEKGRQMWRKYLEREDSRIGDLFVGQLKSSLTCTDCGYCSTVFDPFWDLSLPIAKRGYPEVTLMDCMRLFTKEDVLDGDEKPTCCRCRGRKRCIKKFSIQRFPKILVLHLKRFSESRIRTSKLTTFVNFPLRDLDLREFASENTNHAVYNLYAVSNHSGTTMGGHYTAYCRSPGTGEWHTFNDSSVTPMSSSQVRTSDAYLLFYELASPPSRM
#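 USP2 core (10nM final) preincubated 30min RT with compound in 20mM Tris-HCl pH 8.0, 2mM CaCl2, 2mM beta-mercaptoethanol, 0.05% CHAPS; 25nM Ub-CHOP2 plus 25nM reporter substrate added, fluorescence (Ex485/Em531) read after 60min.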
# ELG1 DNA repair: inhibitors of ELG1-dependent DNA repair in HEK293T cells; HEK293T ELG1-luciferase reporter, luminescence, 16 h; DNA damage induced by 5-fluorouridine; Potency, µM (highest dose often 46.1 µM), inactives show at the top dose activity change, negative = inhibition, hits mostly inhibitors; 2.3% of 330,000 active; further: potency means the concentration at half of the fitted maximal effect; on the % scale 0 is the no-effect control and ±100 the full control effect; nearly all actives have a fitted effect of over 55% in size
#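 Cells (2,000 per well) received 5-fluorouridine plus test compound or DMSO and were incubated 16 hr at 37 °C, 5% CO2. Luciferase activity was read by luminescence 30 min after ONE-Glo addition; signal suppression marked inhibition of damage-induced ELG1 function.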
# uPA surface inh: inhibitors of cell surface uPA generation; cell surface uPA generation assay, qHTS; Potency, µM (doses to about 38.3 µM), without a hit: at the highest dose activity change, negative = inhibition, hits mostly inhibitors; 0.31% of 330,000 active; AID 540303; active means well fitted inhibition curve with a large enough effect; inconclusive means small, poorly fitted or top-dose-only effect; inactive means no such curve, though single readings can be large or run the other way; tested in mouse RAW 264.7 cells; further: potency means the concentration at half of the fitted maximal effect; on the % scale 0 is the no-effect control and ±100 the full control effect; nearly all actives have a fitted effect of over 55% in size
# BCR signal inh: chronic active BCR signaling inhibition. ABC-DLBCL IkBa-CBG/CBR reporter, luminescence ratio, 4 h. Potency, µM (titrated, usually from 46.1 µM), for the others: top-dose ratio change, negative = lower green/red ratio, actives largely listed as inhibitors. 0.05% of 340,000 active. AID 493014; active means well fitted inhibition curve with a large enough effect in the signal ratio, with a control signal flat, not every such curve was filed as active; inconclusive means small, poorly fitted or top-dose-only effect, or effect the other way, or a change in a side signal; the % refers to the signal ratio;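 further: potency means the concentration at half of the fitted maximal effect; plate controls were basal doxycycline-induced cells for no effect and cells given 10 µM MG132 for full effect; MG132 reads +100%, hits lower the ratio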
#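 Cell line TMD8 (human ABC DLBCL), stably expressing tet-inducible CBG68-IkBa fusion and CBR; IMDM/0.5% FBS; cpd up to 46 uM; dox induction, 4 h, 37C/5% CO2; dual luminescence; green/red ratio; MG132 control.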
# B2AR arrestin: recruits beta-arrestin to the human beta2-adrenergic receptor | 0.02% of 330,000 active | AID 492947 | Potency, µM (titrated, usually from 46.1 µM), for the others: at the top dose activation, usual class: activators | beta-arrestin recruitment to beta2AR, cell-based reporter;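 further: potency means the concentration at half of the fitted maximal effect; 0% = DMSO controls and full agonism = EC100 isoproterenol or metaproterenol; nearly all actives have a fitted effect of over 65% in size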
# Mito fusion act: mitochondrial division inhibition or fusion activation; 0.23% of 320,000 active; AID 485298; S. cerevisiae fusion-defective mutant growth rescue, CellTiterGlo 48 h; Potency, µM (highest dose often 46.1 µM), for inactives: at the top dose growth rescue (activation), actives largely listed as activators;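 further: potency means the concentration at half of the fitted maximal effect; % of control where 0% means no effect; nearly all actives have a fitted effect of over 45% in size; temperature-sensitive fusion mutants such as fzo1-1 at 37 °C on non-fermentable ethanol glycerol medium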
#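 Yeast fusion mutant, YPEG (non-fermentable carbon), compound, 48 h at 37C non-permissive; CellTiterGlo added, 10 min RT, luminescence read. Rescued growth = division inhibition.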
# Eya2 inh: Eya2 (human) phosphatase inhibition. recombinant Eya2, OMFP fluorescence dephosphorylation (OMFP is methylfluorescein phosphate). O00167. 0.006% of 330,000 active. Potency, µM (top dose mostly 76.9 µM), inactives show top-dose activity, negative = inhibition, usual class: inhibitors; further: potency means the concentration at half of the fitted maximal effect; on the % scale 0 is the no-effect control and ±100 the full control effect
#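 Eya2 protein (added as 0.2 uM solution) was preincubated with compound for 10 min at ambient temperature in 50 mM HEPES pH 7.5, 50 mM NaCl, 5 uM MgCl2, 0.05% BSA, 1 mM DTT. OMFP (added at 50 uM) then reacted 10 min; fluorescence read at 485/525 nm.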
# TCR act: T cell receptor activation | Potency, µM (doses to about 9.22 µM), for inactives: top-dose activation of IL-2 secretion, most hits filed as activators | 330,000 tested, under 10 active | primary human leukocytes, anti-CD3, IL-2 HTRF, 48 h | AID 504894; further: % of control where 0% means no effect
#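 1) Mix primary human leukocytes, a-CD3 beads and compound. 2) Incubate 48 hr. 3) Add HTRF IL-2 reagents (a-IL-2-K, a-IL-2-d2).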
# TSG101-PTAP inh: blocks PTAP/TSG101 interaction to inhibit HIV-1 budding | Fluorescence polarization, FITC-PTAP peptide / Tsg101 binding | Potency, µM (top dose mostly 115 µM), for inactives: at the highest dose activity change, negative = inhibition, most hits filed as inhibitors | 340,000 tested, under 10 active; active means well fitted inhibition curve with a large enough effect in the main read-out, with a control signal flat, not every such curve was filed as active; inconclusive means small, poorly fitted or top-dose-only effect, or effect the other way, or a change in a side signal; inactive means no such curve, though single readings can be large or run the other way; further: potency means the concentration at half of the fitted maximal effect; % of control where 0% means no effect
#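 Compounds were pin-transferred onto Tsg101 binding domain (10 uM final) in HEPES pH 7.5 buffer, then FITC-PTAP peptide was added at 50 nM final. After 20 min at RT, polarization reported peptide displacement across a qHTS concentration series.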
# Tb PFK inh: T. brucei PFK enzyme inhibition; Potency, µM (titrated, usually from 57.5 µM), inactives show at the top dose activity, negative = inhibition, hits mostly inhibitors; AID 485367; O15648; T. brucei PFK, ADP-Glo luminescence; 0.17% of 330,000 active;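 further: potency means the concentration at half of the fitted maximal effect; 0% = uninhibited 1x PFK enzyme wells and -100% = no-enzyme wells; nearly all actives have a fitted effect of over 60% in size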
# Target sequence (O15648 whole entry, looked up): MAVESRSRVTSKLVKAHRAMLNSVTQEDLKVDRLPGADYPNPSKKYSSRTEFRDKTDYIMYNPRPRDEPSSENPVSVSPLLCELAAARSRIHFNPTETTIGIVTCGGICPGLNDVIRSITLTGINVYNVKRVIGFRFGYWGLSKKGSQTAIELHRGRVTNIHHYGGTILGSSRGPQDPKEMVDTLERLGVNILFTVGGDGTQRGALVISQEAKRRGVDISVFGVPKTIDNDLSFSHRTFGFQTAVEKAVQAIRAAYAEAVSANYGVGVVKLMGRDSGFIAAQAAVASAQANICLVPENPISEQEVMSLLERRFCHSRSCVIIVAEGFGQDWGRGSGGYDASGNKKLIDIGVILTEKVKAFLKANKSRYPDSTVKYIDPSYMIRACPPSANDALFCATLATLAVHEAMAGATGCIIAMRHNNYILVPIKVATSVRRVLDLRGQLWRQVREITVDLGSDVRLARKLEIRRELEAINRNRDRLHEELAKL
#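 1.25 nM PFK with 0.5 mM F6P and 0.1 mM ATP in 0.1 M TEA pH 8.0, 5 mM MgCl2, incubated 45 min at room temperature; ADP measured by ADP-Glo luminescence; compounds titrated up to 57 uM.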
# TSHR antag: human thyrotropin receptor antagonism. activity change, negative = inhibition, % at 11.5 µM. TSHR-expressing cells, TSH-stimulated cAMP HTRF, 2 h; stronger effect = lower value. 0.2% of 330,000 active;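 active means activity change below a set negative limit, meaning inhibition stronger than a set level, cut at about -70% in these data; inconclusive means activity change between two set negative limits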; further: on the % scale 0 is the no-effect control and ±100 the full control effect
#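 Competitive HTRF cAMP read-out (cryptate anti-cAMP antibody, cAMP-d2; 30 min, room temperature) in freshly harvested TSHR cells. Compounds added before TSH at EC80 (4nM final), followed by 2 hours' incubation at 37 deg C.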
# Starred values were filed as active, the others as inactive; ? = inconclusive; . = not tested or not shown; [ ] = remark or other dose. Unless noted, the call rests on the fitted dose curve; in most records, active means well fitted curve in the direction sought with a large enough effect; inconclusive means small, poorly fitted or top-dose-only effect, or another doubt; inactive means no such curve, though single readings can be large; an effect the other way counts as inactive or inconclusive. An unsorted share of the library; about 3% have a hit in one of these screens.
SMILES,USP2a inh,ELG1 DNA repair,uPA surface inh,BCR signal inh,B2AR arrestin,Mito fusion act,Eya2 inh,TCR act,TSG101-PTAP inh,Tb PFK inh,TSHR antag
OC(CN1CCN(c2ccccc2)CC1)c1c[nH]c2ccccc12 (configuration not stated),0%,-17%,-7%,?,-0.9%,-5%,12%,1%,-2%,-2%,-9
COC(=O)c1sccc1NC(=O)CC1C(=O)NCCN1C(=O)c1ccc(F)cc1 (configuration not stated),1%,-2%,8%,2%,0.4%,4%,4%,-1%,-2%,1%,-6
COc1ccc(CNC(=O)CCNS(=O)(=O)c2ccc(NC(C)=O)cc2)cc1OC,1%,1%,8%,0%,0.0%,-2%,1%,-5%,-7%,-7%,-10
COc1ccc(/C=N/OC/C(O)=C(\C#N)c2nc3ccccc3[nH]2)cc1OC,0%,2%,-8%,0%,15%,7%,-14%,11%[46.1 µM],1%,-1%,13
O=C(Nc1ccc2c(c1)OCO2)N1CCN(c2cccc(C(F)(F)F)c2)CC1,-1%,-7%,4%,-3%,-0.4%,-10%,-25%,.,1%,-9%,-17
CCOC(=O)N1CCC(N2Cc3cccc(C(=O)Nc4cc(F)ccc4F)c3C2=O)CC1,-1%,?,14%,?,-0.1%,2%,7%,-3%,-2%,2%,0
CSc1nc2nc3c(cn2n1)C(=O)CC(c1ccccc1)C3 (configuration not stated),-1%,-1%,9%,?,-0.1%,-4%,0%,.,.,2%,-13
COc1cccc(CNC(=O)c2c[nH]n3c(=O)c(Cl)c(C)nc23)c1,0%,7%,4%,?,-0.6%,.,-3%,2%[46.1 µM],0%,-4%,12
CCOc1cc(C(=O)NC(C)CC)cc(OCC)c1OCC (configuration not stated),-2%,?,7%,-2%,0.3%,-6%,8%,1%,0%,0%,-1
Cc1ccc(S(=O)(=O)N2CCN(C(=O)Cn3nc(C(=O)O)c4ccccc4c3=O)CC2)cc1,0%,-6%,7%,2%,0.3%,-2%,23%,3%,0%,-2%,-6
CN(C)S(=O)(=O)c1cccc(C(=O)N2CCN(C(=O)C3CCCO3)CC2)c1 (configuration not stated),0%,?,14%,2%,-1.1%,.,-4%,1%,-4%,-6%,-6
CCOc1ccc(C(=O)N2CCC3(CC2)NCCc2[nH]cnc23)cc1OCC,3%,3%,1%,-15%,-1.0%,-15%,3%,-5%,-8%,1%,-2
CCOc1cccc(OCCOCCn2cnc3ccccc3c2=O)c1,3%,-1%,-2%,?,-0.1%,1%,8%,5%,0%,0%,-6
O=C(Nc1nonc1-c1ccc(F)cc1)c1ccco1,1%,14%,6%,3%,0.0%,13%,-5%,5%,-1%,-1%,-11
CC1CN(C(=O)COC(=O)c2cc([N+](=O)[O-])ccc2Cl)CC(C)O1 (configuration not stated),-5%,8%,0%,-14%,0.0%,15%,3%,2%,-3%,-5%,8
Cc1nn(-c2cc(C)c3ccccc3n2)c2c1CCC2,-13%,23%,0%,2%,-0.1%,1%,3%,-1%,-2%,-3%,-12
Cc1c(-c2ccccc2)oc2c(C(=O)N3CCN(c4ccccc4F)CC3)cccc2c1=O,2%,?,6%,-1%,-3.2%,6%,-3%,4%[46.1 µM],-4%,?,12
CCOC(=O)Nc1ccc2c(c1)Nc1ccccc1S2,-5%,?,.,?,0.2%,2%,3%,2%,-7%,-6%,-18
COc1cccc(/C=N/NC(=O)Cn2cnc3c2c(=O)n(C)c(=O)n3C)c1OC,1%,0%,-2%,?,-0.7%,-6%,-4%,-2%,-7%,0%,20
COc1ccc(C(C(=O)NCc2ccccc2)N(C(=O)c2snc(C(N)=O)c2N)c2ccccc2OC)cc1OC (configuration not stated),4%,-14%,2%,?,0.0%,-1%,2%,-104%,-1%,0%,-5
CC1CN(C(=O)CCC(=O)NCCCN2C(C)CCCC2C)c2ccccc2O1 (configuration not stated),5%,5%,0%,2%,0.2%,-1%,1%,-6%,-9%,0%,1
CC(C)CNC(=O)c1ccccc1NC(=O)Nc1ccccc1,3%,-3%,1%,-14%,-0.4%,-2%,8%,5%,-6%,1%,-2
CC(C)C(=O)NC(=S)Nc1ccccc1C(=O)Nc1ccccc1,1%,-3%,3%,-18%,-0.2%,3%,13%,.,-1%,-1%,-1
CC(C)OC(=O)/C(=C\c1cccc2ccccc12)NC(=O)c1ccccc1,1%,?,0%,-27%,-0.5%,19%,-4%,-6%[46.1 µM],2%,0%,3
COc1ccc(S(=O)(=O)N(C)CC(=O)NCCC2=CCCCC2)cc1,-2%,9%,-4%,6%,0.0%,-1%,10%,-2%,-3%,1%,-9
Cc1cc(C(=O)OCC(=O)c2ccc(Br)s2)c(C)o1,-1%,?,.,4%,-0.7%,-10%,-1%,.,.,0%,4
CCC12CN3CCN(CC(C3)/C1=N\NC(=O)c1ccc(C(C)(C)C)cc1)C2,3%,1%,-1%,4%,2.6%,-11%,2%,-3%[46.1 µM],-2%,1%,0
Cc1cc(NC(=O)CCNS(=O)(=O)c2cc(Br)cnc2N)ccc1Br,1%,?,6%,4%,-0.3%,-4%,-31%,12%,-1%,3%,-13
CNC(=O)CSc1nc(SC)ns1,0%,16%,2%,-11%,-0.3%,2%,-14%,3%,-3%,0%,2
CC(C)(C)NC(=O)C(c1ccncc1)N(C(=O)Cn1nnc(-c2ccc(F)cc2)n1)c1ccc(F)cc1 (configuration not stated),1%,-14%,5%,4%,-0.3%,-3%,0%,1%,-2%,-2%,0
CCCCN(C)C(=O)c1cn(-c2cccc(OC)c2)c(=O)c2ccccc12,-2%,13%,-3%,0%,0.4%,0%,10%,-3%,-3%,0%,1
COc1ccc(N2CC(C(=O)NCCS(=O)(=O)N3CCN(c4ccccc4)CC3)CC2=O)cc1 (configuration not stated),2%,4%,-2%,4%,-0.3%,-3%,-11%,0%,-2%,13%,-9
Cn1c(=O)c2c(nc(NCC3CCCC(CN)C3)n2Cc2ccc(Cl)cc2Cl)n(C)c1=O (configuration not stated),-6%,-17%,?,0%,0.5%,5%,-17%,16%,2%,9%,-4
O=c1c2ccccc2nc2n1CCN2Cc1ccc(Cl)cc1,-2%,-19%,-12%,3%,-0.8%,10%,3%,-32%,0%,-16%,-24
COc1ccccc1OCc1ccc(C(=O)NCc2cccnc2)o1,-2%,-10%,7%,0%,0.3%,-2%,12%,0%,-2%,-4%,1
CN(CC(=O)NCC(=O)Nc1ccc(F)cc1)C1CCS(=O)(=O)C1 (configuration not stated),4%,17%,5%,-1%,-0.2%,2%,6%,50%,1%,4%,-11
O=C1N=c2ccc(Br)cc2=C1c1sc(=S)n(NS(=O)(=O)c2ccccc2)c1O,-1%,2%,-2%,15%,-0.1%,-6%,18%,.,-4%,1%,1
CC(=O)Nc1nc(NC(=O)/C=C/c2ccccc2)n(-c2ccccc2)n1,0%,-7%,-5%,0%,-1.5%,0%,3%,3%[46.1 µM],-2%,1%,0
C=CCNC(=S)NNC(=O)c1ccccc1,1%,10%,2%,?,0.2%,-5%,-5%,.,-7%,2%,5
O=C(COC(=O)c1cccc2c1C(=O)c1ccccc1C2=O)NC1CCCCC1,2%,?,-5%,9%,-0.2%,?,-3%,5%[46.1 µM],-1%,-9%,-8
O=C(Nc1ccc(S(=O)(=O)N2CCCCC2)cc1)C1CCCCC1,1%,4%,-4%,0%,0.1%,-19%,-4%,3%,-3%,2%,28
CC1=C(C(N)=O)C(c2cccnc2)n2nc(-c3cccc(Cl)c3)nc2N1 (configuration not stated),-4%,?,-1%,-15%,-0.8%,0%,10%,0%,-5%,-10%,1
O=S(=O)(c1ccc(Br)s1)N1CCN(c2ccnc3cc(Cl)ccc23)CC1,-7%,-8%,2%,?,-0.1%,?,5%,-4%,1%,-7%,-48
CC(C)Oc1ccccc1OCCN(C)C,3%,-2%,5%,?,-0.8%,2%,6%,2%[46.1 µM],-3%,-1%,12
CCOC(=O)c1c(CSc2ccc(C)cc2)oc2ccc(O)cc12,2%,-2%,1%,-19%,-0.5%,?,-24%,3%,-1%,-1%,-4
